Compound activity from PubChem.
BCR signal inh – blocks chronic active B-cell receptor signaling | ABC-DLBCL IkBa-CBG/CBR reporter, luminescence ratio, 4 h | Potency, µM (highest dose often 46.1 µM), inactives show at the top dose ratio change, negative = lower green/red ratio, hits mostly inhibitors | actives 0.05% (n = 340,000) | AID 493014; active = well fitted inhibition curve with a large enough effect in the signal ratio, with a control signal flat, not every such curve was filed as active; inconclusive = small, poorly fitted or top-dose-only effect, or effect the other way, or a change in a side signal; the % refers to the signal ratio;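 note: potency is the fitted concentration of half-maximal effect; plate controls were basal doxycycline-induced cells for no effect and cells given 10 µM MG132 for full effect; MG132 reads +100%, hits lower the ratio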
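Compounds up to 46 uM were incubated four hours with TMD8 cells whose green CBG68 luciferase is fused to IkappaBalpha; red CBR luminescence normalised the signal, and concentration-effect curves were fitted to fusion, red and ratio data.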
hERG WT inh – inhibitors of human wildtype KCNH2 potassium channel; Q12809; U2OS, BacMam KCNH2, thallium flux FluxOr; active compounds read low; activity change, % at 1.84 µM; actives 0.37% (n = 340,000);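 active = maximum activity change below -70%; inconclusive = maximum activity change between -70% and -50%; inactive = maximum activity change above -50%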; note: % is set by controls: 0 for no effect and ±100 for the full control effect
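U2OS cells transduced with wild-type KCNH2 virus are loaded with FluxOr dye for 45 min, and thallium flux is measured in kinetic reads before and after stimulation buffer. Rate constants are normalized to DMSO controls.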
Mito fusion yeast – mitochondrial division inhibition or fusion activation; AID 485298; S. cerevisiae fusion-defective mutant growth rescue, CellTiterGlo 48 h; actives 0.23% (n = 320,000); Potency, µM (titrated, usually from 46.1 µM), without a hit: at the highest dose growth rescue (activation), usual class: activators;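 note: potency is the fitted concentration of half-maximal effect; % of control where 0% means no effect; nearly all actives have a fitted effect of over 45% in size; temperature-sensitive fusion mutants such as fzo1-1 at 37 °C on non-fermentable ethanol glycerol medium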
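Luminescent cell viability in 1536-well qHTS format served as the measure of rescued growth in ts fusion-mutant S. cerevisiae cultured on non-fermentable YPEG for 48 hours at 37C.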
USP2a inh – inhibitors of human ubiquitin-specific protease USP2a; O75604; Potency, µM (titrated, usually from 38.3 µM), for the others: at the top dose activity change, negative = inhibition, most hits filed as inhibitors; actives 0.01% (n = 330,000); USP2 core, Ub-CHOP2 coupled fluorogenic reporter, 485/531;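 note: potency is the fitted concentration of half-maximal effect; plate controls were DMSO wells for no effect and full inhibition by NEM control for full effect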
Target sequence (O75604 whole entry, looked up): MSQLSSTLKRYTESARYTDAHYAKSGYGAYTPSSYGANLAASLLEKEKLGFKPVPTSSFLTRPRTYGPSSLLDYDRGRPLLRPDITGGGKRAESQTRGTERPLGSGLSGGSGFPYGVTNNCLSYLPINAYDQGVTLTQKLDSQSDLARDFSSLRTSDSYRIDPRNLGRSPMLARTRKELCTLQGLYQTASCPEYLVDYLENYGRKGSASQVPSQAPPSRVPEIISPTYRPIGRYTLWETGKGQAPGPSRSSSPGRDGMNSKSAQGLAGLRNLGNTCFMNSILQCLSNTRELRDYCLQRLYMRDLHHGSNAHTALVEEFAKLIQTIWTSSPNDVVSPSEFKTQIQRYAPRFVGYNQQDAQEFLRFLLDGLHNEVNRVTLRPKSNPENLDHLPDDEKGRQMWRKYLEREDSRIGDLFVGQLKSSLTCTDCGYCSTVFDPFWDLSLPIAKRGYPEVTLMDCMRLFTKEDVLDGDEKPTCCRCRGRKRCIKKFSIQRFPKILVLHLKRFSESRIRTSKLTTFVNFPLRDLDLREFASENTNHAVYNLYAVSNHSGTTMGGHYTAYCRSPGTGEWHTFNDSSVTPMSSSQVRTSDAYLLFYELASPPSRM
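Cell-free coupled assay: 10nM USP2 core preincubated 30min RT with compound in Tris-HCl pH 8.0/CaCl2/CHAPS buffer, then 25nM Ub-CHOP2 and 25nM reporter substrate; fluorescence (Ex 485/Em 531) read after 60min RT, normalized to NEM inhibition, concentration-response curves fitted.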
PKM2 activator – increases activity of human pyruvate kinase M2; P14618; purified PKM2, Kinase-Glo ATP luminescence, activation; response scale: 0% is enzyme alone, no compound; Potency, µM (doses to about 57.5 µM), inactives show at the top dose activation, actives largely listed as activators; actives 0.34% (n = 260,000); AID 1631; note: potency is the fitted concentration of half-maximal effect; % is set by controls: 0 for no effect and ±100 for the full control effect; nearly all actives have a fitted effect of over 55% in size
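Purified hPK-M2 (>95%) run at intermediate activity with 0.1 mM ADP and 0.5 mM PEP in 50 mM imidazole pH 7.2, KCl, MgCl2; 1 h room temperature. ATP formed read by Kinase-Glo luminescence; normalized to uninhibited and no-enzyme controls.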
MBNL1 CUG block – blocks human MBNL1 binding to CUG repeat RNA; Q9NR56; TR-FRET MBNL1-His/biotin-(CUG)12 binding, 665/545 ratio; Potency, µM (doses to about 57.5 µM), without a hit: at the top dose activity change, negative = inhibition, hits mostly inhibitors; actives 0.036% (n = 280,000); active = well fitted inhibition curve with a large enough effect in the signal ratio, with a control signal flat, not every such curve was filed as active; inconclusive = small, poorly fitted or top-dose-only effect, or effect the other way, or a change in a side signal; inactive = no such curve, though single readings can be large or run the other way; the % refers to the signal ratio; note: potency is the fitted concentration of half-maximal effect; % is set by controls: 0 for no effect and ±100 for the full control effect
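His-tagged MBNL1 binding to biotinylated (CUG)12 RNA was measured by TR-FRET using terbium anti-His antibody (0.055 ng/ul final) and streptavidin-XL665 (5 nM final). Compounds were titrated 92 nM to 58 uM; 60 min at room temperature.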
GALK inh – inhibitors of human galactokinase | Potency, µM (titrated, usually from 57.5 µM), for inactives: at the top dose activity change, negative = inhibition, hits mostly inhibitors | AID 1868 | actives 0.007% (n = 270,000) | Purified GALK, Kinase-Glo residual ATP luminescence; note: potency is the fitted concentration of half-maximal effect; % is set by controls: 0 for no effect and ±100 for the full control effect
Target sequence (P51570 whole entry, looked up): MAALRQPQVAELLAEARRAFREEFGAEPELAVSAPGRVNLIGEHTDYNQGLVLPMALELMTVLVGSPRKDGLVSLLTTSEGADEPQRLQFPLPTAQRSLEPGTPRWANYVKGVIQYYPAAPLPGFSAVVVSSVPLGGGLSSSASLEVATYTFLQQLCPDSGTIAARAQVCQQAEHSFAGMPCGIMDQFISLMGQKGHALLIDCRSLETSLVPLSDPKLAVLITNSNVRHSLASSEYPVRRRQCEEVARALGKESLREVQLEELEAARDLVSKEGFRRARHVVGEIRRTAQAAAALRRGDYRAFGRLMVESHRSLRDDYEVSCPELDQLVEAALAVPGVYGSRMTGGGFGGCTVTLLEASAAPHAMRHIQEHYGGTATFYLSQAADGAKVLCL
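Kinase-Glo Plus luminescence measured ATP left after a 1 h room-temperature reaction. The reaction used 5 nM GALK, 100 uM galactose and 35 uM ATP at pH 8.0 (20 mM HEPES, 5 mM MgCl2, 60 mM NaCl, 1 mM DTT, 0.01% BSA).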
S-ASM inh – blocks human secretory acid sphingomyelinase | placental ASM, HMU-PC fluorogenic substrate, 60 min | Potency, µM (titrated, usually from 57.5 µM), for the others: at the top dose activity change, negative = inhibition, actives largely listed as inhibitors | actives 0.006% (n = 340,000); note: potency is the fitted concentration of half-maximal effect
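Fluorogenic HMU-PC substrate (9 uM final) is turned over by placental ASM in 60 min at 37 C after a 10 min compound preincubation. Reaction ended by alkaline stop (pH 10), with fluorescence read at 386/447 nm.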
Eya2 phos inh – blocks the phosphatase activity of human Eya2; O00167; recombinant Eya2, OMFP fluorescence dephosphorylation (OMFP is methylfluorescein phosphate); Potency, µM (titrated, usually from 76.9 µM), inactives show at the top dose activity, negative = inhibition, usual class: inhibitors; actives 0.006% (n = 330,000); note: potency is the fitted concentration of half-maximal effect; % is set by controls: 0 for no effect and ±100 for the full control effect
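Eya2 (0.2 uM) preincubated 10 min at ambient with compound, then OMFP substrate added at 50 uM; 10 min reaction in 50 mM HEPES pH 7.5, 50 mM NaCl, 5 uM MgCl2, 0.05% BSA, 1 mM DTT. Fluorescence read at Ex 485/Em 525 nm.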
TSHR antagonist – antagonists of human thyroid stimulating hormone receptor; TSHR-expressing cells, TSH-stimulated cAMP HTRF, 2 h; active compounds read low; activity change, negative = inhibition, % at 11.5 µM; actives 0.2% (n = 330,000); AID 504810;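 active = activity change below a set negative limit, meaning inhibition stronger than a set level, cut at about -70% in these data; inconclusive = activity change between two set negative limits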; note: % is set by controls: 0 for no effect and ±100 for the full control effect
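Cell-based HTRF cAMP assay; TSHR cells + compound, TSH EC80 (4nM final), 2 h, 37 deg C. Lysis with anti-cAMP cryptate and cAMP-d2, 30 min RT, read 665/620 nm.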
Menin-MLL TR inh – displaces Texas Red mutant MLL peptide from human menin. Potency, µM (titrated, usually from 61.6 µM), without a hit: at the highest dose FP activity change, negative = inhibition, actives largely listed as inhibitors. AID 1768. actives 0.23% (n = 270,000). Menin + Texas Red MLL mutant peptide, fluorescence polarization; active = well fitted inhibition curve with a large enough effect in the polarisation, with a control signal flat, not every such curve was filed as active; inconclusive = small, poorly fitted or top-dose-only effect, or effect the other way, or a change in a side signal; inactive = no such curve, though single readings can be large or run the other way; the % refers to the polarisation; note: potency is the fitted concentration of half-maximal effect; % of control where 0% means no effect; many of its hits are not listed in these tables
An asterisk follows results filed as active; ? = inconclusive; nt = not tested or not shown; [ ] = another dose, or the depositor's remark. Unless noted, calls come from the whole dose curve; as a rule, active = well fitted curve in the direction sought with a large enough effect; inconclusive = small, poorly fitted or top-dose-only effect, or another doubt; inactive = no such curve, though single readings can be large; an effect the other way counts as inactive or inconclusive. These rows are one share of the data. The share of hits here may be higher or lower than overall.

mol	BCR signal inh	Eya2 phos inh	GALK inh	USP2a inh	S-ASM inh	MBNL1 CUG block	hERG WT inh	PKM2 activator	Mito fusion yeast	TSHR antagonist	Menin-MLL TR inh
COc1cccc(C2c3[nH]c4ccccc4c3C[C@H]3C(=O)N(CCCO)CC(=O)N23)c1OC (stereo partly specified)	-12%	0%	2%	0%	-4%	-10%	-6	nt	-4%	-11	1%
Cc1cc(C)c(S(=O)(=O)N2CCCOC2CNC(=O)C(=O)NCCC2=CCCCC2)c(C)c1 (stereo unspecified)	1%	4%	0%	1%	-3%	-22%	-1	-3%	12%	-7	-19%
Cc1c(Cl)c([N+](=O)[O-])nn1CCCC(=O)Nc1c(Cl)cccc1Cl	-5%	-1%	-2%	1%	1%	?	0	-5%	0%	-6	-2%
Cc1c(C(=O)O)sc2nc(/C=C/c3cccc(O)c3)[nH]c(=O)c12	?	-10%	-5%	-2%	32%[activator]	?	3	nt	0%	-12	-16%
COc1ccccc1N(CC(O)CN(c1ccccc1)S(C)(=O)=O)S(=O)(=O)c1ccccc1 (stereo unspecified)	4%	-33%	0%	3%	-1%	-1%	2	0%	-1%	-4	-9%
CC(=O)C(C)Oc1ccc2c3c(c(=O)oc2c1)CCCC3 (stereo unspecified)	?	10%	3%	-2%	34%[activator]	12%	1	3%	-2%	-9	-9%
O=C(Cn1nc(Cl)nc1Cl)c1ccc(F)cc1	1%	12%	7%	0%	1%	3%	1	12%[11.5 µM]	-4%	4	18%
Fc1ccc2cnc(-c3ccccc3)cc2c1	0%	-2%	nt	-3%	11%	nt	3	nt	nt	2	nt
CCC(C(=O)NCc1ccco1)n1nc(C)c2c(C)n(-c3ccc(C)cc3)nc2c1=O (stereo unspecified)	8%	-13%	3%	-4%	-1%	-12%	10	nt	1%	-5	-14%
CC1(C)CC(=O)C=C(Nc2cccc(F)c2)C1	2%	3%	-3%	5%	10%	0%	-4	nt	-5%	-3	-4%

Profiles, looked up by structure. Order of screens: BCR signal inh	Eya2 phos inh	GALK inh	USP2a inh	S-ASM inh	MBNL1 CUG block	hERG WT inh	PKM2 activator	Mito fusion yeast	TSHR antagonist	Menin-MLL TR inh
Record of `CCC(C(=O)NCc1ccco1)n1nc(C)c2c(C)n(-c3ccc(C)cc3)nc2c1=O` (stereo unspecified) : 8%	-13%	3%	-4%	-1%	-12%	10	nt	1%	-5	-14%
Record of `Cc1c(Cl)c([N+](=O)[O-])nn1CCCC(=O)Nc1c(Cl)cccc1Cl` : -5%	-1%	-2%	1%	1%	?	0	-5%	0%	-6	-2%
Record of `COc1cccc(C2c3[nH]c4ccccc4c3C[C@H]3C(=O)N(CCCO)CC(=O)N23)c1OC` (stereo partly specified) : -12%	0%	2%	0%	-4%	-10%	-6	nt	-4%	-11	1%
Record of `CC(=O)C(C)Oc1ccc2c3c(c(=O)oc2c1)CCCC3` (stereo unspecified) : ?	10%	3%	-2%	34%[activator]	12%	1	3%	-2%	-9	-9%
Record of `COc1ccccc1N(CC(O)CN(c1ccccc1)S(C)(=O)=O)S(=O)(=O)c1ccccc1` (stereo unspecified) : 4%	-33%	0%	3%	-1%	-1%	2	0%	-1%	-4	-9%

(continued)
mol	BCR signal inh	Eya2 phos inh	GALK inh	USP2a inh	S-ASM inh	MBNL1 CUG block	hERG WT inh	PKM2 activator	Mito fusion yeast	TSHR antagonist	Menin-MLL TR inh
CCc1ccc(N2Cc3ccccc3C2)cc1	-2%	9%	-2%	0%	0%	12%	-7	-5%	0%	12	nt
CCC1Cc2c(nc(N)c3c(N)nc(N4CCCCC4)c(C#N)c23)O1 (stereo unspecified)	?	-3%	8%	4%	375%[activator]	13%	-8	?	-4%	-19	14%
O=c1c(-c2ccccc2)c(O)c2c(n1-c1ccccc1)CCCC2	3%	8%	2%	3%	6%	-28%	5	1%	1%	13	-1%
N#CCc1nn(-c2ccc(Cl)cc2)c(N)c1C#N	-1%	-4%	0%	4%	1%	nt	4	4%	0%	-1	?
O=C(Nc1ccc2ccccc2c1)c1ccccc1O	?	-1%	-2%	-8%	-1%	-3%	-3	nt	10%	-28	?
Cc1cc(=O)oc2c(C(=O)/C=C/c3ccccc3)c(O)ccc12	13%	5%	-1%	1%	2%	2%	2	0%	9%	3	-16%
Cc1ccnc(SC2CC(=O)N(c3ccc(F)cc3)C2=O)n1 (stereo unspecified)	-3%	10%	0%	1%	12%	-1%	-6	3%	-17%	9	11%
Cn1c(NCCO)nc2c1c(=O)n(Cc1ccc(F)cc1)c(=O)n2C	0%	12%	-3%	1%	3%	-1%	-5	nt	0%	0	-4%
COC(=O)c1ccc2[nH]c([C@H](C)O)c([C@H](C)O)c2c1	3%	5%	nt	-1%	11%	11%	18	4%	0%	13	21%
O=C(Nc1nnc(-c2ccccn2)o1)c1cccc(Br)c1	?	-2%	1%	2%	-1%	-12%	16	-4%	?	-10	5%
COc1cc(/C=C/c2ccc3cccc(O)c3n2)cc(Cl)c1OC	?	-1%	2%	1%	-4%	-8%	-2	nt	-16%	0	?
CC(C)(C)NC(=O)CN(C(=O)C(=O)Nc1ccc2c(c1)OCCO2)N1CCOCC1	9%	-6%	-4%	1%	7%	-2%	2	-4%	-5%	5	-1%
COC(=O)c1cccc(-n2c(C)cc(C=O)c2C)c1C	?	5%	3%	0%	-2%	-7%	0	-4%	-4%	-1	2%
COc1ccccc1N(CC(=O)Nc1ccccc1)S(=O)(=O)c1cccs1	0%	3%	nt	0%	-1%	nt	-11	nt	9%	11	nt
COc1ccc(-c2cc(C(F)F)n3ncc(C(=O)n4ccnc4C)c3n2)cc1	9%	-5%	0%	1%	273%[activator]	nt	14	5%	4%	7	9%
CCCCn1c(C)cc2cc(O)ccc21	?	9%	0%	1%	-4%	4%	-22	-1%	5%	9	-16%
CC(C)NC(=O)/C(C#N)=C\c1ccc(N(C)C)o1	?	-2%	1%	2%	-11%	14%	8	3%	7%	-18	-27%
Cc1nnc(NC(=O)C2CCN(C(=O)c3ccco3)CC2)s1	1%	-8%	2%	-2%	6%	-5%	-7	-2%	1%	16	4%
O=C(Cc1ccc([N+](=O)[O-])cc1)N1N=C(c2ccncc2)CC1(O)C(F)(F)F (stereo unspecified)	1%	-8%	-2%	1%	1%	-3%	nt	-6%	1%	3	0%
COc1ccccc1OCCC(=O)OCC(=O)Nc1ccc(Br)cc1F	?	10%	15%	0%	5%	-6%	10	-2%	3%	-3	-3%
O=C(CCS(=O)(=O)c1cccs1)N1CCCC1	2%	6%	-1%	3%	2%	1%	5	11%	2%	-38	19%
CCCSc1nnc(-c2ccccc2NC(=O)CC)c(=O)[nH]1	?	-2%	-1%	2%	-4%	-1%	-7	-2%	-10%	-4	12%
COC(=O)c1ccccc1NC(=O)C/C(C)=N/NC(=O)Cc1ccc(Cl)cc1	-1%	0%	14%	-15%	nt	-9%	nt	1%	-10%	20	-22%
CCOC(=O)c1c(C)[nH]c(C)c1S(=O)(=O)NCC1CCN(Cc2cccc(Cl)c2)CC1	?	-1%	0%	-2%	5%	-21%	-4	nt	1%	-3	nt
